MsrA inh: inhibitors of bovine MsrA; purified bovine MsrA, absorbance read-out; AID 651718; inhibition, % at 15.5 µM; actives 0.75% (n = 360,000); in the data active means inhibition above about 4.5%;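 further: 0% = vehicle wells with enzyme and 100% = reference inhibitor wells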
MLLE-PAM2 inh: blocks PAM2 peptide binding to the PABP1 MLLE domain; P11940; GST-MLLE / FITC-PAM2 fluorescence polarization; inhibition, % at 20 µM; actives 0.36% (n = 360,000); in the data active means inhibition above about 35%, passing the limit was not always enough;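 further: plate controls were DMSO wells with GST-MLLE for no effect and wells lacking GST-MLLE protein for full effect; some results filed as inactive read as strong as hits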
FAS-TE inh: inhibitors of human fatty acid synthase thioesterase domain; actives 0.67% (n = 360,000); P49327; recombinant FAS-TE, OMFH fluorogenic substrate, fluorescence endpoint; inhibition, % at 15 µM;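 active means compounds whose normalised, plate-corrected inhibition of enzyme fluorescence in the single-dose primary screen is 50% or more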;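 further: 0% = DMSO with enzyme and 100% = substrate without enzyme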
MsrA act: bovine methionine sulfoxide reductase A activation; activation, % at 10.6 µM; AID 602163; actives 0.3% (n = 360,000); purified bovine MsrA, absorbance read-out; in the data active means activation above about 7.5%;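 further: 0% = vehicle and 100% = reference activator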
Rpn11 inh: inhibitors of human proteasome Rpn11; AID 588493; actives 0.59% (n = 360,000); calls only at 20 µM; human 26S proteasome, Ub4-pepOG fluorescence polarization; 20S core pre-blocked with epoxomicin;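 active means inhibition at 20 µM, scaled to each plate's controls, above about 33%, limit read from the data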
eLon inh: inhibitors of E. coli Lon protease; actives 0.42% (n = 360,000); P0A9M0; purified E. coli Lon protease, fluorescence polarization; inhibition, % at 7.94 µM; AID 602123; in the data active means inhibition above about 13%, passing the limit was not always enough;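 further: 0% = enzyme with probe and DMSO and 100% = no enzyme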
Target sequence (P0A9M0 whole entry, looked up): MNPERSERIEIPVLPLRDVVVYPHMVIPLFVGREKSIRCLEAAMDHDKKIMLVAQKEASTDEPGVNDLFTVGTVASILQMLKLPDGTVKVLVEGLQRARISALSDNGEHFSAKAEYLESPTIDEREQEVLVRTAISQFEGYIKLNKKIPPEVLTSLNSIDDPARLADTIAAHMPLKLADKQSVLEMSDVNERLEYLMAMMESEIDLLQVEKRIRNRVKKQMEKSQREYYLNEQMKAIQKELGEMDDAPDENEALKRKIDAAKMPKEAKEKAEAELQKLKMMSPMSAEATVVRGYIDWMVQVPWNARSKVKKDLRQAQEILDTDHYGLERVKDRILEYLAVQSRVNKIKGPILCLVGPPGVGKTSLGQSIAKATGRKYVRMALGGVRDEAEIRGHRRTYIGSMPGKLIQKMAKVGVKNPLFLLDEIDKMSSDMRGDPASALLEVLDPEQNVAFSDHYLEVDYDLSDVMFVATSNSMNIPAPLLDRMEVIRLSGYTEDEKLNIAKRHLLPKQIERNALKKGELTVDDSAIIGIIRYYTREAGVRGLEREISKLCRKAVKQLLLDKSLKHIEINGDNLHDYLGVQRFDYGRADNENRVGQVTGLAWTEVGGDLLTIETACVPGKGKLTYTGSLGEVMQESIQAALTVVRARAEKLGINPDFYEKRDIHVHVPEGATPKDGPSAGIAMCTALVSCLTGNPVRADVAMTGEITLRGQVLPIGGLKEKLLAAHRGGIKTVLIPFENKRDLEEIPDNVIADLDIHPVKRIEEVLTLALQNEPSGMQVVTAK
MT1-MMP act inh: blocks activation of human MT1-MMP | actives 0.061% (n = 360,000) | GFP/RFP ratio change, % at 20 µM | P50281 | HT1080 RFP-PRO-GFP cells, GFP/RFP ratio fluorescence, overnight; percent of plate control window, DMSO zero | AID 651647;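 active means GFP/RFP ratio change of at least 30% with cell ATP level not reduced by more than half and red fluorescence within 50% of control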; further: strong numbers were not always called active
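Compound: 20 µM single dose, 1% DMSO / System: HT1080 RFP-PRO-GFP cells / Controls: DMSO and RFP-L50D-GFP cell wells / Read-out basis: GFP/RFP fluorescence ratio / Schedule: overnight compound exposure at 37 °C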
CSN inh: blocks human CSN-mediated cullin deneddylation; Q92905; Purified CSN, SCF-Nedd8-OG deneddylation, fluorescence polarization; actives 0.38% (n = 360,000); AID 651999; inhibition, % at 12.5 µM;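 active means pattern-corrected inhibition above about 35%, with an unprinted fluorescence ratio check between 0.5 and 1.5, limit read from the data, passing the limit was not always enough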;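 further: 0% = enzyme with substrate and 100% = substrate without enzyme; some results filed as inactive read as strong as hits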
Target sequence (Q92905 whole entry, looked up, one chain of several): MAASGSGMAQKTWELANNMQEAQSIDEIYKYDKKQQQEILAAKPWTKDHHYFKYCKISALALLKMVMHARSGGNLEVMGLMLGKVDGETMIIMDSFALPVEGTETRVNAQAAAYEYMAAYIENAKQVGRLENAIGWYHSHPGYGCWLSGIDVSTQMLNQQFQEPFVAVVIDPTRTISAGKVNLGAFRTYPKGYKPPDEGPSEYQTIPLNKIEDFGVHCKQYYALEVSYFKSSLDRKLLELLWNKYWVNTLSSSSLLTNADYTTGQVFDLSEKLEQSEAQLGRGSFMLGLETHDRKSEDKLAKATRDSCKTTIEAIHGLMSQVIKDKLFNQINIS
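Schedule: reaction 90 min, room temperature / Assay system: HEK293T-derived human Csn5 enzyme / Input: Csn5 at 0.24 nM final / Measure: inhibition of Csn5 cleavage, % / Control set: substrate-only high control, full reaction low control / Technique: fluorescence polarization of the substrate / Buffer or medium: Tris/NaCl/DTT buffer, pH 7.5 / Reagent: SCFSkp2-Nedd8OG substrate at 10 nM final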
Rin1-Abl PPI inh: inhibitors of human Rin1-Abl protein interaction; P00519+Q13671; TR-FRET Rin1/Abl binding, biochemical; inhibition, % at 7.35 µM; actives 0.4% (n = 360,000); AID 588664; in the data active means inhibition above about 5%, passing the limit was not always enough
Active calls of the source: *; i = inactive; . = not tested or not shown.

SMILES | MsrA inh | MLLE-PAM2 inh | FAS-TE inh | MsrA act | Rpn11 inh | eLon inh | MT1-MMP act inh | CSN inh | Rin1-Abl PPI inh
C=C(C)c1cccc(C(C)(C)NC(=O)N2CCN(CC(N)=O)CC2)c1 | -0.3 | -2 | -8 | -9 | i | -5 | -1 | -1 | 2
Cc1nn(-c2ccc(F)cc2)c(Cl)c1/C=C(/CC(=O)O)c1nc2ccccc2s1 | 1.9 | 5 | -3 | -3 | i | -18 | 2 | 3 | 2
Cc1ccc(OCCn2cccn2)c(C)c1 | -0.1 | -13 | -7 | -2 | i | 3 | 2 | 0 | 2
CSc1ccc(C2CC(=O)Nc3nc(SC)[nH]c(=O)c32)cc1 (configuration not stated) | 1.8 | -7 | -2 | -3 | i | 1 | 2 | -8 | 3
COc1ccccc1NC(=O)CN(c1ccccc1C)S(C)(=O)=O | -0.1 | -5 | 0 | -5 | i | 2 | -1 | -4 | -2
COc1ccc(CNC(=O)C2(C)Cc3c(-c4cccc(C(N)=O)c4)ccnc3O2)cc1OC (configuration not stated) | 0.4 | -1 | -10 | 2 | i | -3 | 4 | 0 | 11*
CC(C)c1ccc(NC2CCCN(C(=O)CCc3cn[nH]c3)C2)cc1 (configuration not stated) | -0.1 | -5 | 0 | -3 | i | -9 | 2 | -4 | 2
CN=C(Nc1cccc(OC)c1)SC1CC(=O)N(c2ccc(C(=O)O)cc2)C1=O (configuration not stated) | 0.7 | -5 | -7 | -2 | i | -4 | 10 | -3 | 3
COc1ccc(CC(=O)Nc2nc3ccc(F)cc3s2)cc1S(=O)(=O)N1CCOCC1 | 1.6 | -3 | 5 | -3 | i | 6 | -10 | 0 | 0
COc1ccccc1C(=O)C1CCCN(C(=O)CN2CCCCC2=O)C1 (configuration not stated) | 0.4 | -7 | -9 | -5 | i | -12 | 2 | -2 | 0
Cc1cc(C)cc(OCC(=O)Nc2ccc(F)cc2)c1 | 1.5 | 4 | 5 | -3 | i | -4 | 4 | -4 | 1
COc1cccc(/C=C/C(=O)OCC(=O)NCC2CCCCC2)c1OC | -0.7 | -16 | -3 | 0 | i | -10 | 1 | 1 | 1
COC(=O)c1cn(NC(=O)Cn2nc([N+](=O)[O-])c(Br)c2C)c(=O)c2ccccc12 | -0.2 | 10 | 33 | -7 | i | -3 | 2 | -4 | 5
COc1ccccc1NC(=S)N(Cc1ccco1)Cc1cc2cc(C)cc(C)c2[nH]c1=O | 0.6 | -101 | 23 | -10 | i | -4 | -20 | 1 | 0
COC(=O)C1C(O)C(C)C(O)C(C)(O)/C=C\C=C(/C)C(=O)Nc2c(C)c(OC(C)=O)c3c(c2O)C(=O)C(C)=C2OCOC(=C23)/C(C)=C/C(C)(O)C(O)C(C)C1O (configuration not stated) | 0.7 | 1 | -3 | 1 | i | 1 | -6 | 1 | -2
Cc1cc(C(C)(C)C)ccc1OC(=O)C1=CC=CN2CCS(=O)(=O)N=C12 | 0.2 | -12 | 13 | -3 | i | -12 | 4 | -4 | 0
CCCn1c(=O)c(C(=O)NCc2ccccn2)c(O)c2ccccc21 | -1.7 | 5 | 2 | -10 | i | 0 | 6 | 6 | -8
O=C(Oc1oc(-c2ccco2)nc1C=Nc1ccc(Cl)cc1)c1ccco1 | 0.6 | 13 | 16 | -3 | i | 7 | -1 | 5 | -2
COC1OC2COC(c3ccccc3)OC2C2OC(c3ccccc3)OC12 (configuration not stated) | -0.6 | 0 | -1 | 0 | i | -16 | 1 | -3 | 0
Cc1ccc(-c2cc(C(F)(F)F)nn2-c2ccc(S(N)(=O)=O)cc2)cc1 | -1.1 | 2 | 21 | -1 | i | -1 | -5 | -3 | 3
CN1C(=S)N(c2ccccc2)C(=O)/C1=C/c1ccco1 | 0.0 | -15 | 2 | -2 | i | -10 | 0 | 2 | -1
CC(NC(=O)COC(=O)CNC(=O)c1ccccc1Cl)C1CC2CCC1C2 (configuration not stated) | 1.0 | 0 | -2 | 0 | i | -19 | 2 | -3 | 0
C/C(=N/NC(=O)CNC(=O)c1ccccn1)c1cccc([N+](=O)[O-])c1 | -0.8 | 11 | 6 | 0 | i | -1 | 4 | -1 | -2
CC1CCCC(NC(=O)Cn2cc(C(F)(F)F)cc(Cl)c2=O)C1C (configuration not stated) | -0.1 | 5 | 0 | -3 | i | 4 | -4 | -2 | 2
N#C/C(=C\c1cn(-c2ccccc2)nc1-c1cc2ccccc2o1)c1nc2ccccc2[nH]1 | 1.0 | -32 | 2 | 1 | . | 3 | -100 | 19 | 5
SMILES | MsrA inh | MLLE-PAM2 inh | FAS-TE inh | MsrA act | Rpn11 inh | eLon inh | MT1-MMP act inh | CSN inh | Rin1-Abl PPI inh
CCOc1ccccc1N1CCN(C(=O)C2c3ccccc3Oc3ccccc32)CC1 | -0.6 | 11 | 15 | -2 | i | 0 | -10 | -2 | -1
C[C@@H]1CC[C@@]23COC(=O)C2=CCC[C@@H]3[C@@]1(C)CC/C(=C/CO)CO | 0.5 | -9 | 7 | -1 | i | -5 | 1 | -4 | -1
COC(=O)c1cc(S(=O)(=O)Nc2ccsc2C(=O)OC)oc1C | 2.0 | 1 | -5 | 0 | i | -2 | 2 | 0 | 0
O=C(C[n+]1cccc(C(=O)N/N=C/c2cccc([N+](=O)[O-])c2)c1)c1ccccc1 | 0.0 | -5 | -3 | -5 | i | -21 | -2 | -3 | -1
O=C(NCc1cccs1)C1CCN(S(=O)(=O)c2ccc(Cl)cc2)CC1 | 0.6 | -5 | -1 | -1 | i | 6 | -4 | -1 | 3
COc1ccnc(CSC(N)=Nc2cccc(C(F)(F)F)c2)c1 | 0.1 | 30 | -1 | -8 | i | -5 | -3 | 2 | 2
COc1cc(/C=N/NC(=O)c2nonc2N)cc(OC)c1OC | 1.3 | 4 | -6 | -3 | i | -3 | 1 | 5 | 3
CCCCNC(=O)COC(=O)c1ccc(Cl)c(S(N)(=O)=O)c1 | 1.2 | 6 | -4 | -4 | i | -1 | -4 | 0 | 5
COCCn1c(C)cc(C(=O)CSc2nnnn2C2CCCC2)c1C | 1.1 | -53 | 1 | -2 | i | 6 | 2 | 5 | -4
COc1ccc(-c2noc(-c3csc([C@@H]4C[C@H](O)[C@@H](CO)O4)n3)n2)cc1OC | -0.9 | -1 | -4 | -9 | i | -13 | 4 | 5 | -3
CC(C)(C)OC(=O)NCCCCCO | 0.9 | -11 | 1 | -4 | i | -4 | 3 | 1 | -2
Cc1ccc(SC/C(O)=C(\C#N)c2nc3ccccc3n2C)cc1 | 1.5 | 16 | 5 | 1 | i | 5 | -40 | 1 | -1
Cc1ccc(S(=O)(=O)N2CCN(C(=O)C3CCN(C(=O)c4ccccc4C)CC3)CC2)cc1C | -1.1 | -3 | -2 | -2 | i | 4 | 1 | 6 | -1
CC(C)CC(=O)NS(=O)(=O)c1ccc(N)cc1 | 0.6 | -3 | -8 | -4 | i | 0 | 4 | 7 | 0
COc1ccc(N(C(C)C(=O)N(C)Cc2ccccc2)S(C)(=O)=O)cc1 (configuration not stated) | -0.6 | 4 | 0 | -2 | i | 3 | 4 | 1 | 0
COc1ccccc1CNC(=O)CN1C(=O)NC2(CCCCCCC2)C1=O | 0.8 | -1 | -3 | -4 | i | -5 | 0 | 3 | 3
COc1ccc2oc(C(=O)OCC(=O)Nc3ccccc3)c(C)c2c1 | 1.9 | 3 | 7 | -4 | i | -9 | 0 | 1 | 3
O=C(CCSCCc1ccccn1)Nc1ccc(Br)cn1 | -0.7 | 4 | -6 | -3 | i | -4 | 7 | 3 | -1
O=C1NCCN1C(=O)C12CC3CC(CC(C3)C1)C2 | -0.9 | 5 | -5 | -9 | i | -1 | 2 | 3 | 2
Cc1cc(CNCc2c(C(=O)N3CCCCCCC3)nc3ccc(Cl)cn23)nn1C | 0.8 | 10 | 2 | -3 | i | -9 | -1 | 0 | 1
O=C(COc1ccccc1)NCCn1ccc2ccccc21 | -0.5 | 3 | 2 | -10 | i | -1 | -6 | 7 | 1
CC(C)CC(=O)NCCNC(=O)c1cc(OCC(F)(F)F)ccc1OCC(F)(F)F | -0.1 | -3 | -7 | 3 | i | 4 | -11 | 1 | 4
COc1ccc(C(=O)NCC(=O)N2CCN(C(=O)c3ccco3)CC2)cc1 | -1.4 | 6 | -12 | -2 | i | 8 | 2 | 1 | 2
O=C(CSc1ccccc1)Nc1ccc2c(c1)OCCO2 | 1.0 | 33 | 0 | -2 | i | 0 | 1 | -6 | 3
CCOC(=O)N1CCN(C(=O)CCN2C(=O)/C(=C\c3ccc(OC)c(OC)c3)SC2=S)CC1 | 0.5 | -5 | -5 | -2 | i | 3 | -5 | 2 | 0
SMILES | MsrA inh | MLLE-PAM2 inh | FAS-TE inh | MsrA act | Rpn11 inh | eLon inh | MT1-MMP act inh | CSN inh | Rin1-Abl PPI inh
COc1ccc(CCNC(=O)CNC(=O)c2ccccc2Br)cc1OC | -0.9 | -7 | -2 | -2 | i | 4 | -1 | 1 | -2
CCOc1cc(N2CCOCC2)c(OCC)cc1NC(=O)c1cccc(S(=O)(=O)N2CCOCC2)c1 | 2.4 | -2 | -6 | -2 | i | -2 | -1 | -4 | 2
Cc1ccc(S(=O)(=O)N2CCOCC2)cc1C(=O)Nc1cc(S(=O)(=O)N2CCCCC2)ccc1O | -0.2 | 13 | -7 | -7 | i | 6 | 2 | 0 | 5
CNC[C@H](O)c1cccc(O)c1 | 0.6 | 12 | -3 | -4 | i | 0 | -3 | 0 | -3
C=CCNc1nc2cc(-c3cccc(NC(C)=O)c3)sc2c(=O)n1C | 1.3 | -1 | -4 | -3 | i | -2 | 2 | 2 | -1
CC(=O)Nc1ccc(C(=O)OCc2ccccc2Cl)cc1 | 1.0 | 0 | 9 | -5 | i | -14 | 0 | -3 | -3
Cc1nc(Cc2ccccc2)sc1CC#N | -0.6 | 8 | -6 | -4 | i | -14 | 1 | 1 | 1
COc1cccc(NC(=O)N2CCOCC2)c1 | -0.3 | 8 | -10 | -4 | i | -7 | 14 | -5 | 1
CCN(CC)CCCNc1nc(N)c([N+](=O)[O-])c(N2CCCCCC2)n1 | 3.3 | 9 | -2 | -4 | i | 3 | -2 | -2 | -2
O=C(COC(=O)c1ccc(O)cc1)Nc1cccc(S(=O)(=O)N2CCCCC2)c1 | 0.1 | -25 | 6 | -2 | i | -7 | 0 | -3 | 3
Cc1cccc(CN2[C@@H](CC(C)C)COCCS2(=O)=O)c1 | -0.4 | 22 | 3 | -2 | i | 2 | 2 | 3 | 4
O=C(OCC(=O)N1CCCC1=O)c1nc(Cl)ccc1Cl | -1.1 | 4 | -3 | -1 | i | -1 | -1 | 2 | 2

Looked up by compound from the list above (2):
SMILES | MsrA inh | MLLE-PAM2 inh | FAS-TE inh | MsrA act | Rpn11 inh | eLon inh | MT1-MMP act inh | CSN inh | Rin1-Abl PPI inh
CCOc1cc(N2CCOCC2)c(OCC)cc1NC(=O)c1cccc(S(=O)(=O)N2CCOCC2)c1 | 2.4 | -2 | -6 | -2 | i | -2 | -1 | -4 | 2
COc1ccc(CCNC(=O)CNC(=O)c2ccccc2Br)cc1OC | -0.9 | -7 | -2 | -2 | i | 4 | -1 | 1 | -2

Results in MsrA inh, for five of the compounds above:
compound | MsrA inh
O=C(COC(=O)c1ccc(O)cc1)Nc1cccc(S(=O)(=O)N2CCCCC2)c1 | 0.1
O=C(OCC(=O)N1CCCC1=O)c1nc(Cl)ccc1Cl | -1.1
COc1ccc(CCNC(=O)CNC(=O)c2ccccc2Br)cc1OC | -0.9
CC(=O)Nc1ccc(C(=O)OCc2ccccc2Cl)cc1 | 1.0
CCOc1cc(N2CCOCC2)c(OCC)cc1NC(=O)c1cccc(S(=O)(=O)N2CCOCC2)c1 | 2.4

Source: PubChem BioAssay (several laboratories)
